Screening data: PubChem BioAssay, several laboratories
PLCg1 inh – inhibitors of human phospholipase C gamma1; purified PLC-gamma1, fluorogenic substrate, fluorescence; AID 720700; 370,000 tested, 0.84% active; inhibition, % at 12.2 µM; P19174; in the data active = inhibition above about 9.5%
KLK7 zymogen act – proKLK7 (human) activation, primary screen; purified proKLK7, EDANS-DABCYL substrate fluorescence; 100% is mature enzyme control, 0% vehicle; activation, % at 7 µM; 370,000 tested, 0.9% active; AID 652039;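 active = activation above the mean of all tested compounds plus 3 SD, computed per campaign excluding outliers beyond control limits, cut at about 13% in these data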
HGIII-sPLA2 inh – Inhibits HGIII-sPLA2 liposome hydrolysis, primary screen | inhibition, % at 12.2 µM | 370,000 tested, 0.56% active | QFRET BODIPY PC-A2 liposome hydrolysis, fluorescence | Q9NZ20;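 active = inhibition above mean plus 3 SD of compounds lying within the high and low control bounds, cut at about 19% in these data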;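 also: 0% = median of test compound wells and 100% = no enzyme DMSO wells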
DDE Tn7 FP inh – disrupts Tn7 cyclic peptide binding to fibrin D-Dimer-E complex; P02675; FP displacement of FITC-Tn7 peptide from fibrin DD(E); 0% = median of compound wells per plate; inhibition, % at 8.3 µM; 370,000 tested, 0.13% active;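 active = inhibition above the mean of compounds falling within the control limits plus 3 SD of them, cut at about 14% in these data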;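 also: 0% = plate median of compound wells and 100% = 10 µM Aha-Tn7 peptide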
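Assay system: Human clot-derived fibrin DD(E) complex | Buffer or medium: Tris/NaCl/CaCl2 buffer, pH 7.8 | Repeats: One replicate per compound | Benchmarks: Aha-Tn7 high control | Measure: % inhibition scaled between sample-field median and high-control FP | Schedule: 10 min plus 3 h, room temperature | Signal: Fluorescence polarization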
PLC-beta3 inh – blocks human PLC-beta3 enzyme activity; Q01970; Purified PLC-beta3, fluorogenic substrate, fluorescence; inhibition, % at 12.2 µM; 370,000 tested, 0.18% active; in the data active = inhibition above about 11%;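 also: 0% = median of compound wells on plate and 100% = full blocker control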
ASAP1 GAP inh – ASAP1 ArfGAP inhibition | Q9ULH1 | ASAP1-stimulated ARF1 GTP hydrolysis, GDP FP detection | inhibition, % at 16.5 µM | 360,000 tested, 0.19% active | AID 624377; in the data active = inhibition above about 25%;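 also: 0% = vehicle with enzyme and substrate and 100% = no enzyme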
ARFGAP1 inh – inhibitors of rat ARFGAP1; Q62848; Arfgap1-stimulated ARF1 GTP hydrolysis, GDP FP detection; inhibition, % at 16.5 µM; 360,000 tested, 0.26% active;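 active = inhibition above a per-plate limit, mean inhibition of low control wells plus 3 SD, cut at about 25% in these data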;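 also: 0% = DMSO wells with enzyme and 100% = wells lacking Arfgap1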
Target sequence (Q62848 1-136 limits assumed): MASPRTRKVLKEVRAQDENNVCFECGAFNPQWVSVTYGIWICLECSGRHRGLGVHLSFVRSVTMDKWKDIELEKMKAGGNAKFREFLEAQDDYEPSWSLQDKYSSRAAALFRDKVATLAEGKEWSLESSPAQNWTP
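Material: truncated rat Arfgap1 GAP domain; Incubation: compound-enzyme preincubation 20 min, reaction 120 min, detection 60 min, 25 °C; Read-out: percent inhibition of Arfgap1-stimulated GTP hydrolysis; Technique: FP, GDP Alexa 633 tracer displaced from anti-GDP antibody, 620/688 nm; Controls: No-Arfgap1 wells (100%) versus DMSO full-reaction wells (0%); Replication: single well per compound.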
Rev-erbA mod – modulators of human Rev-erb alpha DNA binding; Rev-erbα–FITC-DNA binding, fluorescence polarization, 90 min; 370,000 tested, 0.79% active; P20393; activity, % at 10 µM;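 active = activity above about 14%, limit read from the data; passing the limit was not always enough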;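 also: 0% = DMSO wells with 35 nM protein and 100% = DMSO wells with 750 nM protein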
Tn6 DDE FP – DD(E)-Tn6 binding inhibition, primary FP screen; P02675; Fibrin DD(E) TRITC-Tn6 fluorescence polarization displacement; inhibition, % at 8.3 µM; 370,000 tested, 0.21% active; AID 720509;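 active = inhibition above a per-campaign cutoff: mean of compounds within control limits plus 3 SD, cut at about 15% in these data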;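 also: 0% = median of all compound wells on the plate and 100% = blocking peptide control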
UHRF1 binding – blocks human UHRF1 binding to methylated DNA; Q96T88; UHRF1 binding to methylated oligo, TR-FRET; inhibition, % at 4.4 µM; 370,000 tested, 0.75% active; AID 687016; in the data active = inhibition above about 21%;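 also: UHRF1 SRA domain binding a hemimethylated CpG hairpin DNA probe; 0% = median of test compound wells and 100% = reference inhibitor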
Target sequence (Q96T88 whole entry, looked up, the tested form may be a part): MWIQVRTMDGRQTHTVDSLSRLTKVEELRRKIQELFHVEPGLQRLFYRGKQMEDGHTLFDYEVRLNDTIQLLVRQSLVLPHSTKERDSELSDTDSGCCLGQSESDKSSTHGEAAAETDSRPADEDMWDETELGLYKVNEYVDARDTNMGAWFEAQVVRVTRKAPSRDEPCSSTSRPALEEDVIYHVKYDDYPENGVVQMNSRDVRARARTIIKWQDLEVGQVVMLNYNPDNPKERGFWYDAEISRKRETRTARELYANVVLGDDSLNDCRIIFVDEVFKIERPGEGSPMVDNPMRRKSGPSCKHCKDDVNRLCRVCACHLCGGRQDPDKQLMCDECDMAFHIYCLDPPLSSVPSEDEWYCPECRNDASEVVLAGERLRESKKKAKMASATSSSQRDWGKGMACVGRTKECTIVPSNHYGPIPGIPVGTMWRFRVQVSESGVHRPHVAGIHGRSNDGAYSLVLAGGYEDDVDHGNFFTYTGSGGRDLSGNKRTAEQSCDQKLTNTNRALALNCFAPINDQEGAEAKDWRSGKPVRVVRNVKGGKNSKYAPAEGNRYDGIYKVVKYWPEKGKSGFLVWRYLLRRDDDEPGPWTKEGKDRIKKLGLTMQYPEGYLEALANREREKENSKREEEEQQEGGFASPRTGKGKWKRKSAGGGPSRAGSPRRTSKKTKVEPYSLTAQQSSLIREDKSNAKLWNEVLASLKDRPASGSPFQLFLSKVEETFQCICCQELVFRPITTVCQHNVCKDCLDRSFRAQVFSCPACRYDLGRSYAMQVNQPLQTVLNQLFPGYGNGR
Numbers without * were called inactive; . = no result given.

SMILES	PLCg1 inh	KLK7 zymogen act	HGIII-sPLA2 inh	DDE Tn7 FP inh	PLC-beta3 inh	ASAP1 GAP inh	ARFGAP1 inh	Rev-erbA mod	Tn6 DDE FP	UHRF1 binding
FC(F)(F)c1nnc2ccc(N3CCCC3)nn12	-4	0.6	5	6	-1	18	1	1	5	1
O=C(Nc1ccc(F)cc1F)c1c(C(F)(F)F)ccnc1Oc1cccc(C(F)(F)F)c1	-1	-0.3	-3	1	-1	-5	-2	-1	5	1
O=C(CN1/C(=C(/O)c2ccccc2)C(=O)c2ccccc2S1(=O)=O)c1ccccc1	-5	0.5	-9	9	-7	-11	-12	-5	9	-3
CC(C)(C)CC(=O)Nc1nnc(SCC(=O)NCc2cccs2)s1	0	-0.1	-4	0	-1	0	8	-4	7	2
CCCNC(=O)CCc1cc(C(C)(C)C)c(O)c(C(C)(C)C)c1	0	-0.1	3	3	3	9	-7	10	-5	-3
O=C(CCC1CCCN(C(=O)c2cc(F)ccc2F)C1)N1CCN(c2ccccn2)CC1 (configuration not stated)	1	-0.2	0	4	1	5	8	-2	4	6
CC(OC(=O)CNC(=O)c1ccc(Cl)cc1)C(=O)NC1CCCCC1C (configuration not stated)	-1	0.6	-3	4	-4	5	8	-4	3	0
COC(=O)c1ccc(COC(=O)c2ccccn2)cc1	6	0.4	7	-1	3	5	8	-1	1	0
C/C(N)=C(/C#N)C(=O)COc1ccc(Cl)cc1Cl	2	-0.6	-5	-2	0	-6	15	-2	6	0
c1csc(-c2nnc(N3CCCCCC3)c3ccccc23)c1	-26	0.2	1	0	-31	-20	-18	0	-3	5
O=C(COc1ccc(Br)cc1)N(CCO)CCO	-1	-0.2	1	9	-5	9	-2	2	3	-2
COC(=O)Nc1ccc(S(=O)(=O)n2cnc3ccccc32)cc1	0	-0.5	5	-5	0	-4	-7	-1	3	0
Nc1nc(Cl)nc(N(c2ccccc2)c2ccccc2)n1	8	0.9	2	6	-1	-6	-15	2	4	0
O=C(Cc1cccc([N+](=O)[O-])c1)Nc1ccccc1	-2	0.1	6	-4	2	11	-8	-4	2	0
O=C(c1ccnc(Cl)c1)N1CCCC(Nc2ccc(F)cc2)C1 (configuration not stated)	-3	0.3	-2	7	-8	-1	2	4	-3	0
Cc1sc(NC(=O)CSc2ncn(-c3ccccc3)n2)nc1-c1ccccc1	0	0.2	-2	0	5	19	22	1	-6	4
O=c1c2ccccc2nc(SCc2nnc(-c3ccccc3)o2)n1-c1ccc(F)cc1F	-2	0.1	-13	2	-5	4	1	-2	-4	-2
Cc1cc(C)nc(N2CCN(C(=O)CCC(=O)Nc3nnc(CC(C)C)s3)CC2)n1	2	0.1	1	-9	-7	-11	21	1	0	3
CCNc1nc(Oc2ccc(C(=O)OCC)cc2)nc(SC)n1	2	0.2	0	-1	-3	-6	1	2	0	5
COc1ccc(CCNC(=O)C2CC(=O)N(CCc3ccccc3)C2)cc1OC (configuration not stated)	0	-0.2	0	3	-5	-15	2	-4	3	0
N#Cc1cc(C#N)c(SCC(=O)N2CC(=O)Nc3ccccc32)nc1N	-68	0.6	3	-3	-79	11	7	-8	1	-5
Cc1cc(Br)ccc1OCCN1CCCC1	1	-0.3	1	-1	-3	0	-4	-4	1	-3
CCc1cc(C(=O)NNC(=S)NC(C)c2ccccc2)cs1 (configuration not stated)	0	0.2	4	1	2	-7	0	3	2	0
CCOCCOC(=O)COC(=O)c1ccccc1NC(=O)c1ccccc1	-2	0.4	-10	-4	-3	1	-3	-1	6	-2
Cc1ccc(CNC(=O)CCSCc2ccccc2F)cc1	-1	-0.1	-4	0	-7	6	6	2	2	-1

Retrieved by structure from above, two records:
SMILES	PLCg1 inh	KLK7 zymogen act	HGIII-sPLA2 inh	DDE Tn7 FP inh	PLC-beta3 inh	ASAP1 GAP inh	ARFGAP1 inh	Rev-erbA mod	Tn6 DDE FP	UHRF1 binding
CCc1cc(C(=O)NNC(=S)NC(C)c2ccccc2)cs1 (configuration not stated)	0	0.2	4	1	2	-7	0	3	2	0
O=C(CCC1CCCN(C(=O)c2cc(F)ccc2F)C1)N1CCN(c2ccccn2)CC1 (configuration not stated)	1	-0.2	0	4	1	5	8	-2	4	6

(more compounds)
SMILES	PLCg1 inh	KLK7 zymogen act	HGIII-sPLA2 inh	DDE Tn7 FP inh	PLC-beta3 inh	ASAP1 GAP inh	ARFGAP1 inh	Rev-erbA mod	Tn6 DDE FP	UHRF1 binding
COc1ccc(S(=O)(=O)N2CCOCC2)cc1NC(=O)COC(=O)CCS(=O)(=O)c1ccc(C)cc1	2	0.3	1	1	0	2	17	2	1	0
CC(C)Cn1c(SCC(=O)O)nnc1-c1cccc(S(=O)(=O)N2CCOCC2)c1	1	-0.1	16	2	0	6	0	9	-2	3
O=C(COC(=O)c1cccc(F)c1)Nc1ccc2c(c1)OCCO2	3	-0.1	-6	0	-1	-4	0	-1	-2	-3
COc1ccc(CCN(Cc2cccs2)S(=O)(=O)c2ccc(F)cc2)cc1OC	6	-0.3	-10	0	0	.	.	-2	3	1
CC(C)NC(=O)C(c1ccc(F)cc1)N(C(=O)CCC(=O)Nc1ccccn1)C1CCCCC1 (configuration not stated)	3	0.1	5	-3	-2	-9	4	3	-2	1
COc1ccc(N2CCN(S(=O)(=O)c3cc(Br)cnc3N)CC2)cc1	3	0.6	1	-1	-6	-1	3	18	4	-3
COC(=O)[C@H](CC(C)C)NS(=O)(=O)N(Cc1ccccc1)[C@@H](CC(C)C)C(=O)OC	0	0.6	-2	5	1	-3	-6	4	-2	0
CCc1ccccc1S(=O)(=O)Cc1ccc(C(=O)NCCc2ccccc2)o1	0	0.5	-8	-1	-6	7	21	-6	-4	-1
COc1ccccc1NC(=O)Cn1ncc2c1-c1ccccc1OC2	1	0.3	0	-3	-1	2	2	9	1	0
COc1ccccc1CNC(=O)c1cc(-c2ccccc2C)nn1CC1CC(c2cccnc2)=NO1 (configuration not stated)	4	1.3	-16	0	5	6	7	5	1	5
COc1ccc(N2CCN(C(=O)Nc3ccccc3Cl)CC2)cc1	-3	0.0	3	-2	-2	-2	4	0	2	1
O=C(c1cc(COc2ccc(F)cc2F)on1)N1CCSCC1	0	0.8	-5	-1	-3	2	12	5	-3	-1
O=C(Cn1nc(-c2ccccc2)ccc1=O)NCCN1CCN(Cc2ccccc2)CC1	2	0.3	-5	-3	4	-3	13	-2	8	2
Cc1c(C)c(C)c(C(=O)C2CCN(c3ccc([N+](=O)[O-])cn3)CC2)c(C)c1C	-1	0.6	2	-6	-5	0	2	9	-1	-2
O=C(NC1C2CC3CC(C2)CC1C3)c1ccc2c(c1)OCO2 (configuration not stated)	5	-0.6	0	7	-8	-11	1	-4	3	-2
O=c1c2c3nc4ccccc4nc3n(CCN3CCOCC3)c2ncn1CCN1CCOCC1	-13	-0.5	4	1	-25	7	-5	-2	2	-2
Cc1cccc(-c2nnc(SC(C)C(=O)N3CCOCC3)o2)c1 (configuration not stated)	2	-0.4	2	-2	-8	-4	-7	-4	-2	-3
COc1cc(C(O)c2nc3ccccc3n2C(C)C)cc(OC)c1OC (configuration not stated)	-3	-0.3	4	-2	0	8	3	4	1	-1
O=c1c2sccc2nc(SCc2cc(=O)n3ccccc3n2)n1-c1ccc(Br)cc1	-4	0.1	14	5	-9	9	-10	4	1	2
O=C(NCC(c1ccco1)N1CCCCC1)c1ccc2c(c1)S(=O)(=O)c1ccccc1C2=O (configuration not stated)	-1	0.2	-6	-10	-7	13	-5	1	3	1
CCOC(=O)c1cnc2c(-c3ccc(Cl)cc3)cnn2c1C	-3	-0.2	6	-4	1	-5	8	5	-1	-1
COc1ccc(C(=O)NC2=NCCS2)cc1S(=O)(=O)N1CCOCC1	0	0.0	0	1	-5	-5	1	6	7	-2
O=C(/C=C/c1cc([N+](=O)[O-])ccc1OC(F)F)NCc1ccc(F)cc1	-2	-0.1	-4	5	0	-7	4	-3	2	8
Cc1cc(/C=C2\SC(=S)NC2=O)c(C)n1-c1ccccc1	-9	-0.3	5	-1	-23	-15	3	-4	-6	-3
O=C1CCC([N+](=O)[O-])C(c2ccccc2C(F)(F)F)N1 (configuration not stated)	5	-0.1	2	-11	-1	7	5	2	5	2

Additional records
SMILES	PLCg1 inh	KLK7 zymogen act	HGIII-sPLA2 inh	DDE Tn7 FP inh	PLC-beta3 inh	ASAP1 GAP inh	ARFGAP1 inh	Rev-erbA mod	Tn6 DDE FP	UHRF1 binding
CCCc1cc(C(=O)N2CCCN(C)CC2)cs1	1	0.2	-1	1	-5	10	-5	6	6	1
Cn1c(CSCc2ccc(Cl)cc2)n[nH]c1=S	-1	-0.6	20*	0	-1	0	6	4	-3	1
Cc1ccc2c(c1)C1(OCCCO1)C(=O)N2CC(=O)NN	2	0.6	-12	-3	-3	8	3	0	2	-2
Cc1cccc(-c2nc(C#N)c(NC3CCCCC3)o2)c1	-206	-5.9	14	2	-260	-10	-11	3	-5	3
CCOc1ccccc1NC(=O)CN1CCCCCC1	1	0.5	7	-1	-5	2	-13	3	-3	0
COc1ccc(C(=O)NC(C(=O)NCc2ccccc2OC)C(C)C)cc1 (configuration not stated)	-39	0.3	5	-4	-6	-1	3	-1	-4	2
CCC1(c2ccccc2)NC(=O)N(C)C1=O (configuration not stated)	0	-0.1	8	3	-3	5	8	-6	-1	2
Cc1oc(/C=N/NS(=O)(=O)c2ccccc2)cc1Br	-3	0.1	6	-1	-3	7	7	-1	-3	1
CC(C)C(=O)Nc1cccnc1	7	-0.2	6	-6	-2	-9	4	-1	-12	0
C[C@H](CO)N1C[C@H](C)[C@@H](CN(C)CC2CC2)Oc2c(NS(=O)(=O)c3ccc(F)cc3)cccc2C1=O	2	0.6	-1	-10	3	-1	-6	6	0	2
COCCC(C(=O)Oc1c(C(C)(C)C)cc(C)cc1C(C)(C)C)c1ccccc1 (configuration not stated)	-1	-0.2	-1	3	4	12	3	0	3	2
c1cc2c(cnc3cscc32)s1	-8	0.0	2	5	-9	-13	-5	-2	11	-1
O=C1C2CC=C(Cl)CC2C(=O)N1CCc1c[nH]c2ccccc12 (configuration not stated)	2	-0.6	-52	-2	-5	19	11	-5	-2	-2
CCCCN(C(C)=O)c1c(N)n(CCC)c(=O)n(CC(=O)Nc2cc(Cl)cc(Cl)c2)c1=O	2	0.4	-32	-3	-1	7	-2	-1	8	0
COc1ccc(S(=O)(=O)n2ccc(C)n2)cc1C	1	-0.1	-3	-1	3	-7	-3	3	3	-3
CC(C)Nc1nc(Nc2ccccc2Cl)c2sccc2n1	-12	0.3	-13	0	-12	9	9	0	5	-1
CCOC(=O)Cc1csc(NC(=S)NC(=O)c2cc(OC)cc(OC)c2)n1	4	0.5	11	9	3	11	5	1	4	-1
COc1ccccc1N1CCN(C2CCN(C(=O)COc3cccc(C)c3)CC2)CC1	2	0.2	3	0	5	-2	2	-10	3	-2
C=CCOn1c(=O)c(-c2ccc(OCC)cc2)[n+]([O-])c2ccccc21	-42	-1.1	7	3	-41	-5	14	0	0	1
Cc1ccc(NC(=O)c2ccc(S(=O)(=O)NCC3CCCO3)cc2)cc1 (configuration not stated)	4	0.8	-12	-7	9	12	-6	-4	7	6

No enrichment for hits; any-hit rate near 4.5%.
